hcGAS inh: human cGAS inhibition; Q8N884; recombinant h-cGAS, ATP depletion, Kinase-Glo luminescence; inhibition, % at 12.5 µM; actives 0.081% (n = 290,000);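 further: 0% = vehicle reaction and 100% = reaction without DNA for no activity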
Target sequence (Q8N884 whole entry, looked up): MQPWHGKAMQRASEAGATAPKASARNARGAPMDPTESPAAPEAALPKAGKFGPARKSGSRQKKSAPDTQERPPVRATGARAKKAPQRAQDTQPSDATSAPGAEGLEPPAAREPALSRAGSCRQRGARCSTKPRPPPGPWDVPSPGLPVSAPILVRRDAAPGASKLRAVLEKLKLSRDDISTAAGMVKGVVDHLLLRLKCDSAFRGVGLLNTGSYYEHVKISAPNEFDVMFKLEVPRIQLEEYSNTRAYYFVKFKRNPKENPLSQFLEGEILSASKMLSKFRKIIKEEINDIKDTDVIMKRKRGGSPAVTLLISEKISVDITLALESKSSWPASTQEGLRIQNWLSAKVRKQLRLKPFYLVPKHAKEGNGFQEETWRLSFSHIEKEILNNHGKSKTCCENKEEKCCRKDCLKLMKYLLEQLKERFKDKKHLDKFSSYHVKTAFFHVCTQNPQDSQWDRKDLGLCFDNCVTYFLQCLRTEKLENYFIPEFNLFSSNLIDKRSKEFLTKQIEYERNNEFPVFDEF
mcGAS inh: blocks mouse cGAS activity; Q8C6L5; recombinant cGAS, Kinase-Glo ATP depletion luminescence; inhibition, % at 12.5 µM; actives 0.15% (n = 160,000); AID 1259399;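 further: 0% = negative control wells and 100% = reference inhibitor with no enzyme activity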
NPYLR7 agonist: mosquito NPYLR7 agonism; HEK293T NPYLR7/Galpha15, GCaMP6s calcium fluorescence; activation, % at 10 µM; actives 0.15% (n = 270,000); in the data active means activation above about 40%;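 further: 0% = vehicle and 100% = reference agonist at the receptor; some compounds past the cut are filed as inactive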
Starred values were filed as active, the others as inactive; / = no result given; & = joins results of further samples. Unless noted, no stated cut-off is given here; in the data, active means inhibition above about 40%; inactive means the rest.

(1) CC1Oc2ccc(F)cc2N(Cc2ccc3c(c2)OCO3)C1=O (stereo unspecified)
(2) O=C(O)C1C2CCC(C2)C1C(=O)NCc1ccco1 (stereo unspecified)
(3) CCS(=O)(=O)Oc1ccc(CN(CCOC)C(=O)Nc2ccccc2OC)cc1
(4) C=CCOCC(O)CN(Cc1ccco1)Cc1ccc(C)s1 (stereo unspecified)
(5) C#CCNC(=O)CCc1ccc(S(N)(=O)=O)cc1
(6) CCc1nn(-c2cccc(F)c2)c(CC)c1C(=O)NCCN(C)C
(7) Cc1nc(N2CCCCC2)ncc1C(=O)N1CCC2(CCCO2)CC1
(8) FC(F)(F)C1CCCCC1NCc1ccc2ccccc2c1 (stereo unspecified)
assay / compound,1,2,3,4,5,6,7,8
hcGAS inh,13,-4,-3,-10,-2,-6,-2,-18
mcGAS inh,/,/,-6,-5,-7,-4,-8,/
NPYLR7 agonist,-6,-7,30,23,7,15,4,-2

Some of these compounds in order of length of the SMILES, smallest number first.
(8) FC(F)(F)C1CCCCC1NCc1ccc2ccccc2c1 (stereo unspecified)
(1) CC1Oc2ccc(F)cc2N(Cc2ccc3c(c2)OCO3)C1=O (stereo unspecified)
(6) CCc1nn(-c2cccc(F)c2)c(CC)c1C(=O)NCCN(C)C
assay / compound,8,1,6
hcGAS inh,-18,13,-6
mcGAS inh,/,/,-4
NPYLR7 agonist,-2,-6,15

Carrying on.
(9) COc1ncccc1C(=O)NC1CCCN(c2nc3ccccc3s2)C1 (stereo unspecified)
(10) OC(CN1CCC(Cc2ccc(F)cc2)CC1)c1ccc(Cl)cc1 (stereo unspecified)
(11) COCCn1cc(C(=O)O)c2nn(-c3ccccc3)c(=O)c-2c1
(12) C=CCn1cc(CNC23CC4CC(C2)CC(n2cncn2)(C4)C3)c(C)n1
(13) Cc1ccc(/C=N\Nc2nc(Nc3ccccc3)nc(N3CCCCC3)n2)c(C)c1
(14) COc1ccccc1-n1cc(CNC(=O)CCc2nnc(C3CCCCC3)o2)cn1
(15) CCCCc1ncc(CN2CCC(C(=O)Nc3cccc(-c4cccc(F)c4)c3)CC2)[nH]1
(16) O=c1[nH]c2ccc(S(=O)(=O)N3CCCC3c3ccc4c(c3)OCCO4)cc2[nH]1 (stereo unspecified)
assay / compound,9,10,11,12,13,14,15,16
hcGAS inh,-5,-2,-8,-11,-7,-5&-2,-2,-5
mcGAS inh,/,-3,/,-13,-6,-9&-5,-9,/
NPYLR7 agonist,15,-2,-5,2,-10,16&2,/,5

(17) Cc1ncc2c(c1CNC(=O)c1ccc3c(c1)OCO3)CCN(C(=O)/C=C/c1ccccc1Cl)C2
(18) Cc1ccc(-c2cc(C(=O)N(C)C(C)Cc3ncccc3C)n[nH]2)o1 (stereo unspecified)
(19) CCc1ccccc1NC(=O)NC(C)c1nnc(SCc2cccc(OC)c2)n1-c1ccc(C)cc1 (stereo unspecified)
(20) Cc1cccc2[nH]nc(-c3cccnc3)c12
(21) CCCc1nc(C(=O)N2CCC(c3[nH]ncc3-c3ccccc3)CC2)cs1
(22) COc1cccc(-n2c(C)c(C)n3c4c(=O)n(C(C)C(C)=O)c(=O)n(C)c4nc23)c1 (stereo unspecified)
(23) O=S(=O)(Nc1nc2ccccc2nc1OCC(F)(F)F)c1cccs1
(24) O=C(c1ccc(-c2ccccc2)c(F)c1)C1CCCN(Cc2ccncc2)C1 (stereo unspecified)
assay / compound,17,18,19,20,21,22,23,24
hcGAS inh,-1,1,-4,-5,-6,-7,3,-2
mcGAS inh,-1,-6,-5,-9,-18,/,0,-13
NPYLR7 agonist,6,-6,14,1,/,11,3,-2

(25) CC(C)CCN1C(=O)N(C(C)C)C(=O)C12CCN(Cc1ccc(CN3CCCCC3)s1)CC2
(26) O=C(c1ccc(Cl)s1)N1CCCC(Nc2ccc3c(c2)OCO3)C1 (stereo unspecified)
(27) Cc1ccccc1OCC(O)CN(Cc1cccc(Cl)c1)CC1CC(c2ccccc2C)=NO1 (stereo unspecified)
(28) Cc1nccn1CCC1CCCCN1C(=O)c1cccc(Cn2cccn2)c1 (stereo unspecified)
(29) O=C(NC1CCN(c2ccccc2C(=O)NCc2cccc(C(F)(F)F)c2)CC1)c1ccc(Cl)cc1Cl
(30) CC(=O)Nc1ccc(S(=O)(=O)Nc2ccccc2N2CCCC2=O)cc1
(31) Cc1cc(OCC(=O)NNC(=O)c2cccs2)cc(C)c1Cl
(32) COc1cc(CN2CCCC(CCC(=O)N3CCOCC3)C2)ccc1F (stereo unspecified)
assay / compound,25,26,27,28,29,30,31,32
hcGAS inh,-7,-7&-7,-5,-1,-1,-4,-7,-7
mcGAS inh,-17,/,-6,-8,-10,-7,/,/
NPYLR7 agonist,13,7&2,-4,-5,33,0,-3,-1

(33) Cn1c(=O)[nH]c(=O)c2[nH]cnc21
(34) Cc1nc(CCC(=O)N(C)Cc2ccccc2C(F)(F)F)n[nH]1
(35) Cc1ccc(S(=O)(=O)NCCOc2ccc(-c3cccs3)nn2)cc1
(36) CCOC(=O)c1nn(-c2ccccc2)c(=O)c2c(NC(=O)CCc3ccccc3)scc12
(37) COc1cn(CC(=O)NCc2ccc(F)cc2)c(CO)cc1=O
(38) Cc1ccc(S(=O)(=O)N(Cc2c(-c3ccccc3)noc2N2CCOCC2)C2CC2)cc1
(39) COc1cccc(C2CCN2Cc2c(C)n(CC(N)=O)c3ccccc23)c1 (stereo unspecified)
(40) CCOC(=O)C1=C(C)NC2=C(C(=O)CC(c3ccc(Cl)cc3)C2)C1c1ccc(C)cc1 (stereo unspecified)
assay / compound,33,34,35,36,37,38,39,40
hcGAS inh,-4,-6,-5,2,-5,-7,4,1
mcGAS inh,-3,-15,-4,-3,-5,-5,/,/
NPYLR7 agonist,/,4,-2,-9,1,6,8,-3

(41) CNC(=O)CN(C(=O)c1cccs1)[C@H]1[C@H](OC)[C@@H]2O[C@H]1c1ccccc12
(42) CC(C)c1cc(N2CCN(c3ccccc3F)CC2)nc(SCc2ccc(C(=O)O)o2)n1
(43) Cc1ccn2c(NC(=O)CCC3CCCC3)c(-c3cccc(F)c3)nc2c1
(44) CN(Cc1ccccc1)c1ncccc1CNC(=O)c1ccon1
(45) COCCCC1CCCN(C(=O)c2cccc(CC3CCNCC3)c2)C1 (stereo unspecified)
(46) CCOc1c(Cl)cc(C(=O)N(C)c2nccs2)cc1OC
(47) CN(C)CC1CCCCC1C1(O)c2ccccc2CSc2ccccc21 (stereo unspecified)
(48) C=CCSC1=C(C#N)C2(CCCCC2)C(C#N)C(=O)N1 (stereo unspecified)
assay / compound,41,42,43,44,45,46,47,48
hcGAS inh,1,-2,-3,-2,-4,-3,-6,-6
mcGAS inh,-8,-6,-2,-8,-12,-17,/,-4
NPYLR7 agonist,14,14,-5,/,7,4,5,-4

Single records (already shown). Order of values: hcGAS inh, mcGAS inh, NPYLR7 agonist
`CC(C)c1cc(N2CCN(c3ccccc3F)CC2)nc(SCc2ccc(C(=O)O)o2)n1` is listed with -2, -6, 14
`COCCCC1CCCN(C(=O)c2cccc(CC3CCNCC3)c2)C1` (stereo unspecified) is listed with -4, -12, 7
`Cc1ccn2c(NC(=O)CCC3CCCC3)c(-c3cccc(F)c3)nc2c1` is listed with -3, -2, -5
`CNC(=O)CN(C(=O)c1cccs1)[C@H]1[C@H](OC)[C@@H]2O[C@H]1c1ccccc12` is listed with 1, -8, 14

(more compounds)
(49) CCOC(=O)N1C/C(=C/c2cccc(O)c2)C(=O)/C(=C/c2cccc(O)c2)C1
(50) CCN(CCO)c1nc(NCc2ccccc2)c2cnn(C)c2n1
(51) CC1C(c2ccc(Cl)cc2)=[N+]([O-])C(C)(c2ccccc2)N1O (stereo unspecified)
(52) Cc1ccc(NC(=O)C2(c3cccc(C)c3)CC2)nc1
(53) CN(C)C(C)(C)CNC(=O)c1c(Br)c2ccccc2n1C
(54) Cc1cccc(C(C2Sc3nc(C)nn3C2=O)N2CCCC(C)C2)c1 (stereo unspecified)
(55) CC(C)(CCl)C(=O)Nc1ccc(C2SCC(=O)N2c2cc(F)ccc2F)cc1 (stereo unspecified)
(56) Cc1ccc2c(c1)CN(C(=O)c1csc(-c3cccs3)n1)CC(C)O2 (stereo unspecified)
assay / compound,49,50,51,52,53,54,55,56
hcGAS inh,-10,-5,-8,-3,0,-5,3,0
mcGAS inh,/,-9,/,/,/,-7,-3,-17
NPYLR7 agonist,10,-1,2,2,-25,3,3,-1

(57) Cc1cc(SC2CCCCC2)ccc1N
(58) C=CCN(Cc1ccccc1)C(=O)C(=O)N1CCOCC1
(59) O=C(CSC1=Nc2ccccc2CS1)Nc1cccc2nsnc12
(60) CC(C)C(C(=O)NCc1ccccc1COc1ccccc1)N1CCCS1(=O)=O (stereo unspecified)
(61) CC(C)(C)OC(=O)N1Cc2[nH]c3ccccc3c2C[C@@H]1C(=O)Nc1ccc2[nH]ncc2c1
(62) O=C(c1cccc(Nc2c(Oc3cccc(Cl)c3)cnn(-c3ccc(F)cc3)c2=O)c1)N1CCCC1
(63) CC(C)(C)OC(=O)N1CCN(S(=O)(=O)c2c[nH]c3ncccc23)C2(CCCCC2)C1
(64) c1c(CN2CCC(N3CCSCC3)CC2)nn2c1CNCC2
assay / compound,57,58,59,60,61,62,63,64
hcGAS inh,-2,-3,-3,5,-1,-8,-7,-5
mcGAS inh,/,-17,/,/,/,-7,-17,/
NPYLR7 agonist,2,-3,5,1,0,8,4,14

(65) CCc1nc(N(CCC(=O)Nc2ccccc2F)CCc2ccccc2)c2ccc(Cl)cc2n1
(66) COc1cccc(-c2cnc(-c3ccc(CNC(=O)C(C)Oc4ccccc4)cc3)[nH]2)c1 (stereo unspecified)
(67) O=C(CSc1nc2c(c(=O)n1Cc1ccccc1)SCC2)NCCc1ccccc1
(68) O=C(NCCNc1cccc2ccccc12)c1ccc(CSc2ccc3ccccc3n2)cc1
(69) CN1CCC(N(C)C(=O)NC2CC(=O)N(c3ccc4c(c3)OCCO4)C2)CC1 (stereo unspecified)
(70) CCn1c(C)nnc1SCCNc1cc(OC)ncn1
(71) O=C(NC1CC(=O)N(CCc2ccc(F)cc2)C1)c1n[nH]c2c1CCC2 (stereo unspecified)
(72) CCCc1ccc(CN2CCN(Cc3cccc(F)c3)CC2)o1
assay / compound,65,66,67,68,69,70,71,72
hcGAS inh,-2,-2,1,-5,-7,-5,-10,0
mcGAS inh,-6,-5,6,/,-8,-17,/,/
NPYLR7 agonist,9,-6,-3,-7,-4,17,-7,-1

(73) COc1ccc(-c2csc(-n3[nH]c(C)c(N=Nc4ccc([N+](=O)[O-])cc4OC)c3=O)n2)cc1
(74) O=C(NCCCn1ccnc1)[C@@]1(OCc2ccccc2F)CC(OCc2cccc(F)c2F)[C@H](O)[C@H](O)C1 (stereo partly specified)
(75) c1ccc2c(c1)OCC(CNc1ncnc3sc4c(c13)CCCC4)O2 (stereo unspecified)
(76) COc1cc(OC)cc(-c2nnc(SCc3ccccn3)n2-c2ccc(C)cc2)c1
(77) CCOC(=O)c1ccc(NC(=O)N(CCOC)Cc2cccc(OS(=O)(=O)CC)c2)cc1
(78) CN(C)S(=O)(=O)c1cc(N=CC(C#N)C#N)ccc1Cl
(79) CCOc1cc(CNc2ncnc3c2cnn3C)ccc1OC(F)F
(80) Cc1cc(C2N=C(N)Nc3nc4ccccc4n32)c(C)n1-c1ccc(I)cc1 (stereo unspecified)
assay / compound,73,74,75,76,77,78,79,80
hcGAS inh,-25,-2,-6,-1,-12,-4,-8,-10
mcGAS inh,-4,-3,/,0,-5,-9,/,-6
NPYLR7 agonist,-4,18,2,-2,-12,7,0,11

(81) O=C(NCC1CCCO1)[C@@]1(OCc2cccc(Cl)c2)CC(OCc2c(F)cccc2F)[C@H](O)[C@H](O)C1 (stereo partly specified)
(82) O=C(CCc1ccccc1)NNC(=O)c1csc(N2CCOCC2)n1
(83) CCN1CCN(c2ccc(Cl)cc2NC(=O)c2ccoc2C)CC1
(84) COc1ccc(Cc2nc3c(c(=O)[nH]2)CN(CC(O)C(C)C)CC3)cc1 (stereo unspecified)
(85) Cc1c(CC(=O)NC2CCSC2)c2c(n1Cc1ccccc1)CCCC2=O (stereo unspecified)
(86) CC(=O)N1CCCN(C(C)C(=O)Nc2ccc(OC(F)(F)F)cc2)CC1 (stereo unspecified)
(87) COc1cc([N+](=O)[O-])ccc1N=Nc1c(C)[nH]n(-c2nc(-c3ccc(C)cc3)cs2)c1=O
(88) Cc1cccc(NCC2CCCN2C(=O)Cn2cncn2)n1 (stereo unspecified)
(89) COC(=O)/C(=C\c1cn(-c2ccccc2)nc1-c1ccc(Cl)cc1)C(C)=O
(90) CCOCCOc1nc(-c2ccc(OC)cc2)n(-c2ccc(NC(=O)COC)cc2)n1
(91) Cc1ccn2c(NC(=O)C(C)C)c(-c3ccccc3)nc2c1
assay / compound,81,82,83,84,85,86,87,88,89,90,91
hcGAS inh,-5,-14,-5,7,-6,-7,8,-4,-6,-15,-8
mcGAS inh,-8,/,-4,8,/,/,-5,/,-6,-4,-8
NPYLR7 agonist,6,21,6,26,-3,8,-4,2,-4,21,-10
